Screening data from PubChem BioAssay.
Yfh1-off respiration = mitochondrial function rescue without frataxin homolog – Friedreich's ataxia, plus single-dose screen, dose response (AID 1465) | S. cerevisiae Yfh1-off respiration, WST-1 reduction, 72 h; higher fold induction means a stronger effect | fold induction at 50 µM; hits with a dose series show EC50 in µM | 220,000 tested, 0.074% active;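 active means fold induction of absorbance versus untreated yeast above a set limit, then at least 30% activation at any dose in follow-up; inconclusive means repeats straddling the limit, or above it without dose testing; inactive means fold induction below the set limit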;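 further: activators that raise dye reduction in frataxin-depleted yeast; strong numbers were not always called active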
Dengue-2 NS5 capping = flavivirus cap methylation enzyme inhibition – biochemical, confirmation dose response, primary screen (AID 588689); 340,000 tested, 0.3% active; inhibition, % at 25 µM; hits with a dose series show IC50 in µM; Dengue-2 NS5 methyltransferase capping enzyme assay, biochemical; higher % means a stronger effect; in the data active means a potency from the dose series; inconclusive means inhibition above about 29% without an active follow-up result
RSV antiviral HEp-2 = inhibition of RSV-induced cytopathic effect – HEp-2 cells, primary 10 µM value included (AID 2391); HEp-2 cells, RSV-induced CPE inhibition; higher % means a stronger effect; one-dose CPE inhibition, % at 10 µM; IC50 in µM for titrated hits; 310,000 tested, 0.13% active; in the data active means a potency from the dose series; inconclusive means CPE inhibition mostly from about 23% at the one dose, without a potency; inactive means the rest, 99 in 100 with CPE inhibition below about 21%; further: strong numbers were not always called active
West Nile virus CPE = inhibition of WNV-induced cytopathic effect – cell-based, CPE readout (AID 1621); West Nile virus-infected cells, CPE inhibition; higher % means a stronger effect; 290,000 tested, 0.02% active; CPE inhibition, % at 10 µM; hits with a dose series show IC50 in µM; in the data active means a potency from the dose series; inconclusive means CPE inhibition mostly from about 3.7% at the one dose, without a potency; inactive means the rest, 99 in 100 with CPE inhibition below about 2.2%; further: strong numbers were not always called active
UTI89 phage lysis = protection from phage-mediated lysis, alamar blue read-out – E. coli UTI89, K1F phage, bacterial capsule biogenesis inhibitors (AID 488966). 340,000 tested, 0.02% active. E. coli UTI89 K1F phage lysis, alamar blue, 2 h; higher % means a stronger effect. inhibition, % at 100 µM, or IC50 in µM where a hit was titrated;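 active means phage lysis inhibition, versus mean bacterial control, above a set limit; inconclusive means no clear call, values can overlap the other calls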;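 further: capsule biogenesis inhibitors block K1F phage lysis so surviving cells raise fluorescence; higher fluorescence means more inhibition of phage lysis; actives were called in the ten point dose series up to 300 µM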
CSM14.1 death rescue = rescue of cells from ER stress-induced death, primary screen, 384-well, CSM14.1, thapsigargin, ATP luminescence (AID 1222). CSM14.1 thapsigargin-induced death rescue, ATP luminescence; higher % means a stronger effect. cellular ATP content (survival), % at 20 µM; hits with a dose series show EC50 in µM. 190,000 tested, under 10 active;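 active means EC50 below 50 µM in the dose-response confirmation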;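 further: death triggered by thapsigargin at about 15 µM added after 2 h compound pretreatment; cell ATP read after overnight thapsigargin exposure of roughly 18 to 22 hours; normalized against plate controls of thapsigargin alone and 5% DMSO vehicle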
SV40 large T antigen = TAg ATPase/helicase activity blockers – biochemical (AID 1903) | one-dose inhibition, % at 20 µM; IC50 in µM for titrated hits | SV40 large T antigen ATPase/helicase inhibition assay; higher % means a stronger effect | 310,000 tested, 0.39% active; in the data active means a potency from the dose series; inconclusive means inhibition mostly from about 32% at the one dose, without a potency; inactive means the rest, 99 in 100 with inhibition below about 32%; further: strong numbers were not always called active
WT yeast gro inh = growth inhibition of WT yeast, mitochondrial fusion screen. mitochondrial fusion phenotypic screen, WT strain. 190,000 tested, 2.1% active. AID 1362. inhibition, % at 10 µM; in the data active means inhibition above about 58%; tested in S. cerevisiae
XIAP antagonists = small molecules displacing peptide from XIAP – biochemical, IAP family, fluorescence polarization (AID 1018) | XIAP BIR domain, fluorescence polarization peptide displacement; higher % means a stronger effect | displacement, % at 20 µM; hits with a dose series show IC50 in µM | 200,000 tested, 0.007% active; in the data active means displacement above about 50%; further: a part of the inactive calls stands beside numbers as strong as those of hits
WT yeast gro inh mutant strain = second read-out of WT yeast gro inh, no call of its own (marks repeat the call); inhibition, %; mitochondrial fusion phenotypic screen, mutant strain inhibition
Dengue-2 NS5 capping pilot replicate = also measured in Dengue-2 NS5 capping; calls as there; inhibition, %; measured here: pilot screen replicate inhibition
Active calls of the source: *; i = inactive; u = inconclusive; x = not tested or not shown; [ ] = dose if it differs, or a comment. Not a hit list; 2.2% or so of the library scored in one or more.

SMILES	Yfh1-off respiration	Dengue-2 NS5 capping	RSV antiviral HEp-2	West Nile virus CPE	UTI89 phage lysis	CSM14.1 death rescue	SV40 large T antigen	WT yeast gro inh	WT yeast gro inh mutant strain	XIAP antagonists	others
COC(=O)C1=NN(C(C)(C)CC(C)=O)C2C(=O)N(C3CCCCC3)C(=O)C12 (stereo unspecified)	i	4%	3.5%	-0.1%	0.0%	-1.1%	8%	-13	-21	-0.6%
COC(=O)[C@@H]1C[C@H]2CC[C@H](O)C[C@H]2N1Cc1ccccc1OC(=O)c1cccs1	i	-10%	-0.7%	-0.2%	-0.3%	x	-1%	x	x	x
CC(C)OCCCN1CN(S(=O)(=O)c2ccccc2)c2nc3ccccc3nc21	i	0%	-0.4%	-0.2%	-0.2%	1.0%	3%	-1	-3	0.9%
CCC(CC)c1nnc(NC(=O)CCN2C(=O)c3ccccc3C2=O)s1	i	2%	1.6%	0.0%	-0.2%	-1.2%	9%	-6	4	-3.0%
CCc1cccc(C)c1NC(=O)CSc1nc2ccc(N3C(=O)c4ccccc4C3=O)cc2s1	x	1%	1.4%	x	0.3%	-1.0%	4%	-6	-1	-13%
Cc1ccc(CCC(=O)Nc2ccc(CC(=O)O)cc2)o1	x	-1%	1.2%	-0.8%	1.1%	x	7%	x	x	x	Dengue-2 NS5 capping pilot replicate=-7.6
CCCOc1ccc(C2NC(=O)NC(c3ccccc3)=C2C(C)=O)cc1OCC (stereo unspecified)	i	-1%	-0.8%	-1.3%	3.2%	-2.2%	1%	-6	-10	2.2%
CCN(CC)CCCN(C(=O)c1cccs1)c1nc(-c2ccc(OC)cc2)cs1	i	-8%	-3.6%	1.2%	0.3%	-6.9%	66%	11	14	-4.4%
O=C(CCC(=O)N1CCOc2ccccc21)NCc1ccccn1	x	2%	3.7%	-0.6%	3.2%	x	13%	x	x	x
CCCCn1c(N)c(Br)c(=O)[nH]c1=O	i	-3%	-0.8%	0.6%	0.2%	x	8%	x	x	x
CNNC(=O)C(=O)NNS(=O)(=O)c1ccccc1	i	-9%	0.1%	-0.7%	0.4%	2.1%	5%	-10	-8	-5.2%
CC(NC(=O)c1ccc(Cl)cc1)C(=O)NC1=NCCS1 (stereo unspecified)	i	-1%	0.5%	-0.6%	-0.1%	-1.1%	2%	11	14	1.8%
C/C(=N/NC(=O)CNC(=O)c1ccc2c(c1)OCO2)c1ccc2c(c1)CCCC2	i	0%	16%	-0.3%	-3.3%	2.5%	21%	3	-14	-4.4%
Cc1occc1C(=O)Nc1cccc(Cl)c1Cl	x	2%	2.9%	0.1%	0.1%	x	2%	x	x	x
COC(=O)CN1C(=O)C(O)(CC(=O)c2ccc(C)cc2)c2cc(Br)ccc21 (stereo unspecified)	i	-3%	2.3%	-0.5%	-3.8%	-1.2%	1%	1	11	-2.9%
CC(=O)Oc1ccc(N(C(C)=O)S(=O)(=O)c2cccs2)cc1	i	-6%	-1.4%	0.0%	1.6%	-0.5%	12%	66*	-2.8*	-6.9%
O=C(NC1CC1)C1CCN(C(=O)c2ccc(Cl)cc2Cl)CC1	x	-2%	1.8%	-0.5%	-0.2%	x	6%	x	x	x
CCCCn1c(N)c(N(CCOC)C(=O)C2CC(=O)N(c3cccc(SC)c3)C2)c(=O)[nH]c1=O (stereo unspecified)	x	-1%	-0.9%	x	0.8%[50 µM]	x	13%	x	x	x
O=C(/C=C/c1ccco1)NCC1COc2ccccc2O1 (stereo unspecified)	i	-18%	x	-0.2%	1.7%	x	24%	x	x	x
Cc1ccc(-c2nc(CNC(=O)c3cc(C)on3)cs2)cc1	x	1%	4.0%	-0.6%	-0.1%	x	8%	x	x	x
CSc1ccc(C(=O)C2CCCN(Cc3ccc(N4CCNC4=O)cc3)C2)cc1 (stereo unspecified)	i	-9%	-0.9%	-1.0%	1.2%	-0.7%	8%	5	2	1.1%
CCCCCn1c(N)c(-c2nc3ccccc3o2)c2c([N+](=O)[O-])nn(CC)c(=O)c21	i	-1%	0.3%	-0.8%	8.1%	-4.1%	21%	12	10	-6.3%
Cc1ccc(Nc2nc(COC(=O)C3CC3)cs2)cc1	i	-13%	4.3%	-0.5%	-0.1%	-1.9%	5%	25	22	-6.5%
CC(/C=C/c1ccccc1)=N/NC(=O)C(O)c1ccccc1 (stereo unspecified)	i	3%	2.0%	-0.4%	0.5%	-0.8%	13%	-15	-7	-0.6%

Sorted by length of the SMILES (high to low): part of the list above.
SMILES	Yfh1-off respiration	Dengue-2 NS5 capping	RSV antiviral HEp-2	West Nile virus CPE	UTI89 phage lysis	CSM14.1 death rescue	SV40 large T antigen	WT yeast gro inh	WT yeast gro inh mutant strain	XIAP antagonists	others
CSc1ccc(C(=O)C2CCCN(Cc3ccc(N4CCNC4=O)cc3)C2)cc1 (stereo unspecified)	i	-9%	-0.9%	-1.0%	1.2%	-0.7%	8%	5	2	1.1%
CC(=O)Oc1ccc(N(C(C)=O)S(=O)(=O)c2cccs2)cc1	i	-6%	-1.4%	0.0%	1.6%	-0.5%	12%	66*	-2.8*	-6.9%
Cc1ccc(Nc2nc(COC(=O)C3CC3)cs2)cc1	i	-13%	4.3%	-0.5%	-0.1%	-1.9%	5%	25	22	-6.5%

(continued)
SMILES	Yfh1-off respiration	Dengue-2 NS5 capping	RSV antiviral HEp-2	West Nile virus CPE	UTI89 phage lysis	CSM14.1 death rescue	SV40 large T antigen	WT yeast gro inh	WT yeast gro inh mutant strain	XIAP antagonists	others
CCS(=O)(=O)N1Cc2ccccc2CC1C(=O)Nc1cccc(OC)c1 (stereo unspecified)	x	-3%	-2.0%	-0.6%	0.2%	x	1%	x	x	x
O=C(NCCCn1ccnc1)c1noc2c1CCc1ccccc1-2	i	-6%	-1.2%	-0.8%	14%	-1.8%	-2%	-9	-13	-8.5%
Cc1cc(S(=O)(=O)N2CCCCC2CCNC(=O)C(=O)NCc2cccnc2)ccc1F (stereo unspecified)	x	-1%	0.0%	x	-1.0%	x	10%	x	x	x
COc1ccc(C=C2c3ccccc3C(=O)c3ccccc32)c(OC)c1	i	-5%	x	-0.3%	-1.0%	x	20%	x	x	x
Cc1cc(OC(=O)c2ccc(Cl)cc2)cc(=O)n1C	i	-19%	1.8%	-0.1%	0.7%	-1.4%	12%	-12	-19	-4.6%
CC(=O)c1sc(NC(=O)c2ccc(Cl)cc2)nc1C	i	6%	2.6%	-0.1%	0.2%	x	x	x	x	x
CCCc1ccc2oc(C(=O)N(Cc3nccn3C)C(C)C)c(C)c2c1	x	-2%	16%	-1.8%	9.8%	x	10%	x	x	x
c1ccc(C2CC3CC(c4ccccc4)N2O3)cc1 (stereo unspecified)	i	-3%	3.1%	-0.6%	0.1%	x	11%	-2	3	x
C=CCn1cc(C(=O)OCC)c(=O)c2ccc(F)cc21	i	-6%	1.1%	0.1%	0.4%	-1.1%	1%	2	0	-7.8%
CCN(CC)CC(=O)NN(Cc1ccccc1)c1ccccc1	x	-1%	-0.8%	-0.1%	-1.7%	x	8%	x	x	x
OCCNc1nc(Nc2ccc(Br)cc2)nc2ccccc12	i	x	u	-0.6%	x	-1.3%	2%	78	79	-8.6%
O=C(/C=C/NNC(=O)c1ccc(Br)cc1)c1ccccc1	i	-6%	7.5%	-0.2%	-1.0%	0.4%	6%	7	11	-4.9%
COc1ccc(C(=O)OCC(=O)Nc2ccc(Cl)c(C(F)(F)F)c2)c(OC)c1OC	i	-5%	u	-0.1%	4.6%	-3.4%	8%	31	6	-1.3%
Cc1ccc(-c2c[nH]c(=S)n2-c2ccccc2F)cc1	i	20%	0.5%	-1.3%	-0.2%	0.2%	15%	1	-10	-5.4%
Cc1ccc(-n2ncc(-c3nn[nH]n3)c2N)cc1	i	-7%	1.0%	0.1%	0.1%	x	9%	x	x	x
O=C(/C=C/c1ccccc1)NC(=S)Nc1ccccc1	x	-7%	4.8%	-0.9%	0.3%	x	6%	x	x	x
COc1ccc(NC(=O)CCCC2CCCCC2)c(OC)c1	x	-5%	4.5%	0.8%	-0.2%	x	10%	x	x	x
O=C(Nc1ccc2c(c1)OCO2)c1nn(-c2ccccc2)c(=O)c2ccccc12	i	2%	3.5%	-0.3%	0.4%	x	9%	7	20	-1.4%
OCC1CCCCN1CCNCc1cn[nH]c1-c1cccc2ccccc12 (stereo unspecified)	i	2%	-1.7%	0.2%	0.6%	x	12%	x	x	x
COc1ccc(S(=O)(=O)N(CC(=O)N/N=C/c2cccs2)c2ccc(C)cc2)cc1OC	i	-5%	0.5%	1.0%	-0.1%	-2.3%	-1%	-6	7	-2.9%
Cc1cc(C)c2nc(NNC(=O)c3cc(=O)c4ccccc4o3)sc2c1	x	0%	-0.5%	x	-0.2%	-5.0%	27%	-10	3	-1.9%
COc1cc(OC)cc(C(=O)NNC(=O)CNC(=O)c2ccc(Br)o2)c1	x	-6%	-0.8%	x	1.3%[50 µM]	x	10%	x	x	x
Cc1ccccc1NC(=O)c1cccc(N2C(=O)C3C4CCC(C4)C3C2=O)c1 (stereo unspecified)	i	-3%	-0.6%	-0.6%	-0.5%	1.9%	14%	-2	6	-4.7%	Dengue-2 NS5 capping pilot replicate=3.2
Cc1ccc(C(=O)C(C)Oc2cccc(NC(=O)c3ccco3)c2)cc1 (stereo unspecified)	i	-5%	9.0%	-0.6%	0.4%	1.9%	4%	-12	-11	-1.5%
COc1nc(-c2cccs2)cc(-c2ccc(C)cc2)c1C#N	i	-3%	3.0%	2.9%	0.3%	-1.3%	17%	-2	5	-1.3%
COc1ccc(NC(=O)CSC2=NC(=O)CC(C)=N2)cc1	i	1%	-0.9%	-0.5%	0.4%	3.0%	6%	10	15	1.4%
Cc1cccc(N2CC(C(=O)Nc3nnc(SCC(=O)Nc4nccs4)s3)CC2=O)c1 (stereo unspecified)	i	-3%	0.9%	-0.3%	4.7%	6.4%	8%	-5	-7	-3.4%
O=C(Nc1cc([N+](=O)[O-])ccc1Cl)C1CC1	i	-5%	2.1%	-0.6%	4.3%	-0.5%	22%	-1	-6	-8.7%
CC1=CC2=NC(=O)/C(=C\c3cn(C)c4ccccc34)C(=N)N2O1	i	-2%	2.9%	-0.6%	0.0%	-5.3%	16%	15	-7	1.6%
CCCN(C(=O)COc1ccc(Cl)cc1Cl)c1c(N)n(Cc2ccccc2)c(=O)[nH]c1=O	i	-6%	2.9%	-0.4%	-1.6%	2.4%	8%	-4	-3	0.7%
Cc1noc(C)c1CS(=O)(=O)c1ccc(Br)cc1	x	-6%	1.4%	x	0.3%	0.3%	10%	-4	-6	-3.3%
O=C(NCc1cccnc1)C(=O)C1C(=O)Nc2ccccc21 (stereo unspecified)	i	-8%	0.8%	0.7%	0.3%	x	1%	x	x	x
O=C(Nn1cnc2ccccc2c1=O)C1CCCCC1	i	-1%	-1.9%	0.7%	0.3%	-1.9%	-2%	1	6	-1.3%
